# CDK5 inh = inhibitors of human CDK5/p35 kinase, primary screen, biochemical, single concentration; Cyclin-dependent kinase 5 (Homo sapiens) + Cyclin-dependent kinase 5 activator 1 (Homo …; Recombinant CDK5/p35, ADP-Glo luminescence, 60 min; inhibition, % at 10 µM; 330,000 compounds, 0.01% hits; AID 488839, 2010;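 active = highest replicate inhibition of at least 50% and at least 75% of replicates reaching 50%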;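 also: plate controls were DMSO neutral control for no effect and GW8510 at 10 µM for full effect; many of its hits are not listed in these tables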
# Target sequence (Q00535 whole entry, looked up): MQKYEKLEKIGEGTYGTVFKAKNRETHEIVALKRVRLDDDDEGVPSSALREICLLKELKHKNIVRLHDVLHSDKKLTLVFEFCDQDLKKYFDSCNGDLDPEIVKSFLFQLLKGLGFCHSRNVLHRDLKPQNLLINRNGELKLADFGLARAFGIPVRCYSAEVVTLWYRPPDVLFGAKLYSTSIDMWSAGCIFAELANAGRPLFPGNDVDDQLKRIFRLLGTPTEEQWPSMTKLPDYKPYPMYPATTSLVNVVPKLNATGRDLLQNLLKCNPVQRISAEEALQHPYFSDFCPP
# Target sequence (Q15078 whole entry, looked up): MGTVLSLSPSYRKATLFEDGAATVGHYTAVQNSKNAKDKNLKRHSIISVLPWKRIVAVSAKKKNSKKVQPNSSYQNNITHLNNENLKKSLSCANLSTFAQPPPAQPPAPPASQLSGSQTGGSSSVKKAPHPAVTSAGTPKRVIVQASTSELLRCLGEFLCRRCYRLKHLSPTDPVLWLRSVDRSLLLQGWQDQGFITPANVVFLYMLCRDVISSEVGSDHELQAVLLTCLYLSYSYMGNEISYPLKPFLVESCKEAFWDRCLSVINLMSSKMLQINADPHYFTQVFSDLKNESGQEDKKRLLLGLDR
# V-ATPase pHluor = regulators of yeast V-ATPase proton pumping, primary screen, pHLuorin cytosolic pH fluorescence; S. cerevisiae; response, % at 10 µM; 350,000 compounds, 0.37% hits; in the data active = response mostly above about 7.3%, no sharp cut-off; inactive = mostly below about 5.4%; also: actives read high; inactives centre near 0; some compounds called inactive have numbers as strong as hits; reference of the scale not given here
# dFosB act = activators of delta FosB homodimer, primary screen, biochemical, fluorescence polarization, TAMRA-CDK5 oligo, single point; Protein FosB (Mus musculus), P13346; purified delta FosB; percent of positive-control signal above neutral wells; activation, % at 25 µM; 340,000 compounds, 0.99% hits; AID 493131, 2011;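 active = mean activation above about 17%, with every replicate also reaching it, limit read from the data, passing the limit was not always enough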;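 also: fluorescence polarization rise as delta FosB binds a TAMRA Cdk5 AP-1 oligo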
# PvdQ inh = P. aeruginosa PvdQ acylase inhibitors, primary screen, biochemical, fluorescence, plate reader and imaging, single point | PvdQ acylase [Pseudomonas aeruginosa LESB58] | purified PvdQ acylase | inhibition, % at 10 µM | 340,000 compounds, 0.063% hits | AID 488965, 2010; in the data active = inhibition above about 30%, passing the limit was not always enough;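 also: 0% = vehicle neutral wells and 100% = reference inhibitor wells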
# HTR5A ag ctr = HTR5A agonists in luminescence cell assay, primary screen, counter-screen for OPRM1-OPRD1 heterodimer agonist project, full-deck HTS | 5-hydroxytryptamine receptor 5A (Homo sapiens), P47898 | cell-based | AID 504692, 2011 | 340,000 compounds, 0.61% hits | activation, % at 9.3 µM; in the data active = activation mostly above about 9.5%, no sharp cut-off; inactive = mostly below about 7.6%;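 also: 0% = cells with vehicle only and 100% = reference agonist; strong numbers were not always called active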
# NSD2 HMT inh = NSD2 histone methyltransferase inhibitors, primary screen, biochemical, AlphaScreen, single concentration, set 2 | NSD2 peptide methylation, 120 min | inhibition, % at 12.5 µM | 310,000 compounds, 0.54% hits; in the data active = inhibition above about 50%
# MITF TRPM1 HTS = activators of MITF-driven TRPM1 promoter reporter, primary screen, cell-based, SK-MEL-5, luciferase, single point; 300,000 compounds, 0.75% hits; SK-MEL-5 TRPM1-promoter luciferase, 24 h; % of positive control, neutral wells = 0; activation, % at 12.5 µM; AID 588334, 2011;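 active = mean activation of at least 80% with every replicate also reaching 80%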;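 also: 0% = neutral control wells and 100% = parthenolide positive control wells; values of inactives mirror those of a sister screen read the other way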
# HTR5A inv ctr = HTR5A inverse agonists in luminescence cell assay, primary screen, counter-screen for OPRM1-OPRD1 heterodimer inverse agonist project, full-deck HTS; 5-hydroxytryptamine receptor 5A (Homo sapiens), P47898; 340,000 compounds, 0.083% hits; AID 504634, 2011; HTR5A cell line, inverse agonism; inhibition, % at 9.3 µM; in the data active = inhibition mostly above about 23%, no sharp cut-off; inactive = mostly below about 18%;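 also: 0% = cells with DMSO and 100% = no-cell wells with DMSO; some compounds called inactive have numbers as strong as hits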
# SR-BI DiI inh = inhibitors of SR-BI mediated HDL lipid uptake, primary screen, ldlA[mSR-BI] cells, fluorescence, single point. Scavenger receptor class B member 1 (Mus musculus), Q61009. ldlA[mSR-BI] CHO cells, DiI-HDL uptake fluorescence, 3 h. inhibition, % at 12.5 µM. 320,000 compounds, 0.96% hits. AID 488896, 2010;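 active = mean replicate inhibition of at least 70% and a set share of replicates each scoring 70 or more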;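 also: 0% = median of neutral control wells and 100% = median of positive control wells; values of inactives mirror those of a sister screen read the other way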
# Wnt act = Wnt/beta-catenin pathway activators, primary screen, cell-based, plate reader, single point | Wnt/beta-catenin reporter cell assay, activator | activation, % at 9.35 µM | 300,000 compounds, 1.2% hits; in the data active = activation above about 30%, passing the limit was not always enough;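 also: 0% = neutral control wells and 100% = positive control wells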
# * = called active by the depositor; nt = not tested or not shown.
# The opening 2 compounds, to show the layout:
1. CS(=O)(=O)c1cc([N+](=O)[O-])c(Sc2nc3ccccc3[nH]2)c([N+](=O)[O-])c1
2. CCOc1ccc([C@@H]2CC=C(C(=O)O)CN2S(=O)(=O)c2ccc(C)cc2)cc1

assay / compound	1	2
CDK5 inh	2.0	-1.5
V-ATPase pHluor	1	0
dFosB act	3	-4
PvdQ inh	6	-11
HTR5A ag ctr	1	2
NSD2 HMT inh	1	nt
MITF TRPM1 HTS	-44	8
HTR5A inv ctr	-17	-15
SR-BI DiI inh	15	2
Wnt act	-1	-2

# The whole of this part, previewed entries included:
1. CS(=O)(=O)c1cc([N+](=O)[O-])c(Sc2nc3ccccc3[nH]2)c([N+](=O)[O-])c1
2. CCOc1ccc([C@@H]2CC=C(C(=O)O)CN2S(=O)(=O)c2ccc(C)cc2)cc1
3. Cc1ccsc1C(=O)N/N=C/c1ccc2c(c1)OCO2
4. CCN(CC)S(=O)(=O)c1ccc(NC(=O)c2cc(-c3cccs3)nc3ccccc23)cc1
5. O=C(COC(=O)CNC(=O)c1ccc(Cl)cc1Cl)Nc1cccc(S(=O)(=O)N2CCCC2)c1
6. Cc1ccc(OCC(=O)c2cc(C)n(Cc3ccco3)c2C)c([N+](=O)[O-])n1
7. CCn1c2ccccc2c2cc(NC(=O)CSc3nnc(-c4cccc(Cl)c4)o3)ccc21
8. COC(=O)C1CN(C(=O)COc2cc(C)cc(C)c2)c2ccccc2O1 (centres undefined)

assay / compound	1	2	3	4	5	6	7	8
CDK5 inh	2.0	-1.5	5.1	-0.5	0.7	2.1	-2.6	0.7
V-ATPase pHluor	1	0	-10	2	4	0	0	-3
dFosB act	3	-4	-10	9	-5	-5	-9	-9
PvdQ inh	6	-11	6	-1	-7	-4	-16	-15
HTR5A ag ctr	1	2	8	-1	-2	3	15	-2
NSD2 HMT inh	1	nt	1	-3	2	2	-1	5
MITF TRPM1 HTS	-44	8	12	-14	-5	-10	-3	-4
HTR5A inv ctr	-17	-15	-1	4	4	-8	-36	6
SR-BI DiI inh	15	2	-14	23	3	-9	37	24
Wnt act	-1	-2	21	-4	-2	5	nt	-1

# Nos. 4–7, reprinted for reference:
4. CCN(CC)S(=O)(=O)c1ccc(NC(=O)c2cc(-c3cccs3)nc3ccccc23)cc1
5. O=C(COC(=O)CNC(=O)c1ccc(Cl)cc1Cl)Nc1cccc(S(=O)(=O)N2CCCC2)c1
6. Cc1ccc(OCC(=O)c2cc(C)n(Cc3ccco3)c2C)c([N+](=O)[O-])n1
7. CCn1c2ccccc2c2cc(NC(=O)CSc3nnc(-c4cccc(Cl)c4)o3)ccc21

assay / compound	4	5	6	7
CDK5 inh	-0.5	0.7	2.1	-2.6
V-ATPase pHluor	2	4	0	0
dFosB act	9	-5	-5	-9
PvdQ inh	-1	-7	-4	-16
HTR5A ag ctr	-1	-2	3	15
NSD2 HMT inh	-3	2	2	-1
MITF TRPM1 HTS	-14	-5	-10	-3
HTR5A inv ctr	4	4	-8	-36
SR-BI DiI inh	23	3	-9	37
Wnt act	-4	-2	5	nt

# More compounds.
9. COc1ccc(/C(N)=N/OC(=O)Oc2ccccc2)cc1OC
10. O=C(CN1C(=O)NC2(CCCC2)C1=O)Nc1cc(Cl)ccc1Oc1ccccc1
11. CCOC(=O)C(NCc1ccc2c(c1)OCO2)(NC(=O)CC)C(F)(F)F (centres undefined)
12. CCOC(=O)c1cc2occc2n1CC(=O)N1CCOCC1
13. CC(C)c1nc(SCC(=O)NC(=O)NC(C)(C)C)n[nH]1
14. COc1ccccc1CNC(=O)CN1C(=O)NC2(CCCc3sccc32)C1=O (centres undefined)
15. O=[N+]([O-])c1cccc(C=NNC(=S)NC23CC4CC(CC(C4)C2)C3)c1
16. CCCCNC(=O)c1ccc(NC(C)=O)c(Cl)c1

assay / compound	9	10	11	12	13	14	15	16
CDK5 inh	-0.3	-1.6	1.9	-1.2	1.8	-8.1	-1.0	-0.1
V-ATPase pHluor	-2	-1	-4	6	2	4	10	-3
dFosB act	1	-3	-5	3	-6	-7	-5	-7
PvdQ inh	10	-7	-10	1	10	-10	-7	1
HTR5A ag ctr	1	-3	1	11	-1	5	1	-1
NSD2 HMT inh	-1	3	0	0	-1	6	16	0
MITF TRPM1 HTS	10	-13	nt	0	-9	8	-5	-2
HTR5A inv ctr	-13	7	-11	-28	5	-12	-5	3
SR-BI DiI inh	-1	-10	-22	9	-17	9	-12	30
Wnt act	-1	2	11	nt	2	-2	-6	-2

# Ordered by number of heavy atoms (high to low): part of the list above.
11. CCOC(=O)C(NCc1ccc2c(c1)OCO2)(NC(=O)CC)C(F)(F)F (centres undefined)
12. CCOC(=O)c1cc2occc2n1CC(=O)N1CCOCC1
13. CC(C)c1nc(SCC(=O)NC(=O)NC(C)(C)C)n[nH]1

assay / compound	11	12	13
CDK5 inh	1.9	-1.2	1.8
V-ATPase pHluor	-4	6	2
dFosB act	-5	3	-6
PvdQ inh	-10	1	10
HTR5A ag ctr	1	11	-1
NSD2 HMT inh	0	0	-1
MITF TRPM1 HTS	nt	0	-9
HTR5A inv ctr	-11	-28	5
SR-BI DiI inh	-22	9	-17
Wnt act	11	nt	2

# Continued.
17. COc1cccc(O)c1CN1CCC(Oc2ccc(C(=O)NCc3ccccn3)cc2)CC1
18. CC(C)COC(=O)c1cccc2c1-c1ccccc1/C2=N\O
19. CCOC(=O)c1ccccc1NS(=O)(=O)c1ccccc1
20. CCN1C(=O)CSC1=Nc1ccc(C(=O)O)cc1
21. COc1ccc(NC2CC(=O)N(c3cc([N+](=O)[O-])ccc3C)C2=O)cc1 (centres undefined)
22. COc1ccc(N=C2NC(=O)/C(=C\C=C\c3ccccc3)S2)cc1
23. C=C(C)COc1cc2oc(=O)c(CC(=O)N3C[C@H]4C[C@@H](C3)c3cccc(=O)n3C4)c(C)c2cc1Cl
24. CCCC(=O)Nc1ccc(Cl)c(NC(=O)c2cccc(OC)c2)c1
25. COC(=O)C(c1cc(OC)c(O)c(OC)c1)(N1CCNC(C)C1)C(F)(F)F (centres undefined)

assay / compound	17	18	19	20	21	22	23	24	25
CDK5 inh	nt	-0.9	-1.1	-0.4	-0.1	1.0	0.7	-1.2	-1.6
V-ATPase pHluor	0	-2	-2	0	-1	-1	-2	1	-1
dFosB act	-10	-18	-6	-9	4	2	-10	-12	-8
PvdQ inh	-11	-14	6	-19	6	8	1	-5	-18
HTR5A ag ctr	-4	2	0	0	-2	-2	4	4	-2
NSD2 HMT inh	14	nt	-11	0	-5	-4	nt	0	2
MITF TRPM1 HTS	20	1	4	-4	-3	-11	8	1	5
HTR5A inv ctr	-4	-12	-1	-1	18	5	16	-14	4
SR-BI DiI inh	18	-9	-4	11	-6	-1	-14	78*	-43
Wnt act	-1	nt	nt	0	-1	1	-4	-3	-4

# Source: PubChem BioAssay (several laboratories)
